# Screening results: PubChem, several laboratories
# LYP phosphatase = inhibition of human PTPN22 tyrosine phosphatase – biochemical, DiFMUP fluorescence, recombinant catalytic domain, 10 µM, primary screen (AID 606); recombinant LYP catalytic domain, DiFMUP fluorescence; higher % means a stronger effect; inhibition, % at 10 µM, or IC50 in µM where a hit was titrated; 52,000 tested, under 10 active;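 active means IC50 under 40 µM in the dose-response test; inactive means IC50 of 40 µM or more, or never dose-tested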
# HPDE-C7K KRASV12 = cytotoxicity in KRAS-transformed pancreatic duct cells, primary screen, cell-based, fluorescence, HTS (AID 431). actives 1.7% (n = 63,000). HPDE-C7K KRASV12 cells, Alamar Blue viability, 48 h; higher % means a stronger effect. cytotoxicity, % at 10 µM; hits with a dose series show EC50 in µM;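 active means compounds whose percent cytotoxicity in the single-dose primary screen, scaled between solvent and toxic-drug controls, exceeds 50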;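 further: 0% = DMSO solvent wells and 100% = doxorubicin-treated wells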
# HPDE-C7 cytotoxicity = HPDE-C7 pancreatic duct cell viability loss – fluorescence, HTS (AID 430) | one-dose cytotoxicity, % at 10 µM; EC50 in µM for titrated hits | actives 1.8% (n = 63,000) | HPDE-C7 pancreatic duct cells viability, fluorescence; higher % means a stronger effect;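 further: cells exposed to compound for 48 hours before viability readout; 0% = vehicle and 100% = reference cytotoxic drug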
# Bfl-1 inhibitors = displacement of Bid BH3 peptide from Bfl-1 – biochemical, fluorescence polarization, FITC-Bid, mouse, primary screen (AID 432). displacement, % at 20 µM, or IC50 in µM where a hit was titrated. actives 0.02% (n = 64,000). FITC-Bid BH3 peptide fluorescence polarization displacement; higher % means a stronger effect; in the data active means a potency from the dose series; inactive means the rest, 99 in 100 with displacement below about 15%; further: strong numbers were not always called active
# Spn MK inh = S. pneumoniae mevalonate kinase inhibition; purified MK, PK/LDH-coupled NADH absorbance 340 nm; inhibition, % at 10 µM; actives 0.48% (n = 65,000);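 active means ranked among the strongest by inhibition in the single 10 µM screen, a fixed top-ranked set picked for dose follow-up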; further: no value below 0 was filed
# DPM-DC inhibit = inhibitors of Streptococcus pneumoniae diphosphomevalonate decarboxylase | actives 0.49% (n = 65,000) | calls only at 10 µM | AID 556 | purified DPM-DC, PK/LDH coupled NADH fluorescence;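 active means the 320 compounds with the highest percent inhibition in the single-dose primary screen, excluding strongly autofluorescent ones, cut at about 32% in these data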;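 further: kinetic rate of NADH fluorescence loss reporting ADP formed by the decarboxylase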
# HT1080 cytotoxicity = cytotoxicity in HT1080 fibrosarcoma cells, cell-based, fluorescence readout (AID 620) | HT1080 viability, fluorescence; higher % means a stronger effect | actives 0.42% (n = 87,000) | one-dose cytotoxicity, % at 10 µM; EC50 in µM for titrated hits;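 further: cells exposed to compound overnight then 4 h with Alamar Blue; 0% = vehicle DMSO and 100% = killing control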
# TNAP inhibition = human TNAP enzyme inhibitors, biochemical, luminescent (AID 518); purified TNAP enzyme, luminescent substrate readout; higher % means a stronger effect; one-dose inhibition, % at 20 µM; IC50 in µM for titrated hits; actives 0.09% (n = 64,000); in the data active means a potency from the dose series; inactive means the rest, 99 in 100 with inhibition below about 22%;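 further: plate controls were vehicle for no effect and reference inhibitor for full effect; many of its hits are not listed in these tables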
# Spn PMK inh = S. pneumoniae PMK inhibition; purified PMK, PK/LDH-coupled NADH absorbance 340 nm; inhibition, % at 10 µM; actives 0.49% (n = 65,000); AID 539;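 active means top-ranked compounds by inhibition in the single 10 µM screen, taking a fixed number of the strongest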;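 further: 0% = full reaction with DMSO carrier and 100% = background rate without enzyme reaction; no value below 0 was filed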
# Spn PMK inh pilot replicates = further read-out of Spn PMK inh, marked with its call; inhibition, %; measured here: pilot screen replicates
# Spn MK inh pilot replicates = also measured in Spn MK inh; calls as there; inhibition, %; measured here: pilot screen replicates
# DPM-DC inhibit pilot screen % = second read-out of DPM-DC inhibit, no call of its own (marks repeat the call); inhibition, %; measured here: pilot screen trials
# An asterisk follows results filed as active; i = inactive; / = no result given. Unless noted, no stated cut-off is given here; in the data, active means cytotoxicity above about 50%; inactive means the rest.
SMILES,LYP phosphatase,HPDE-C7K KRASV12,HPDE-C7 cytotoxicity,Bfl-1 inhibitors,Spn MK inh,DPM-DC inhibit,HT1080 cytotoxicity,TNAP inhibition,Spn PMK inh,others
CCCn1nc(-c2ccccc2)c2nc3ccccc3nc21,/,-8%,-15%,21%,3,i,-4%,2%,8,
COc1ccc(OC)c(-c2cc(C(=O)Nc3c(C)nn(Cc4ccccc4)c3C)no2)c1,16%,5%,1%,0%,1,i,-8%,9%,13,
CCOc1ccc(-c2[nH]nc3c2C(c2ccc(O)cc2)C(C#N)=C(N)O3)cc1 (stereo unspecified),/,3%,12%,-1%,16,i,2%,22%,16,
Cc1ccccc1C(=O)NC1CCN(Cc2nnnn2CCc2ccccc2)CC1,10%,9%,5%,2%,4,i,-4%,15%,5,Spn PMK inh pilot replicates=2.0;Spn MK inh pilot replicates=3.0;DPM-DC inhibit pilot screen %=2.5
COc1ccc(C/C(N)=N/n2cnnc2)cc1,3%,-10%,0%,0%,4,i,-6%,8%,2,
CCc1nc2oc3cc(OC)ccc3c(=O)c2c(=O)n1Cc1ccco1,/,-11%,-6%,0%,9,i,-12%,10%,9,
COc1cccc(NC(=O)c2oc3ccccc3c2NC(=O)C2CC2)c1,0%,10%,13%,2%,1,i,-1%,23%,8,
O=c1c2c3c(sc2n2cnnc2n1CCc1ccccc1)CCCC3,6%,-8%,-3%,-5%,9,i,2%,13%,10,Spn PMK inh pilot replicates=2.5;Spn MK inh pilot replicates=0.0;DPM-DC inhibit pilot screen %=1.0
COCC(C)NC(=O)NC1(C(F)(F)F)Oc2ccc(Cl)cc2O1 (stereo unspecified),/,20%,29%,9%,5,i,2%,-2%,8,
Cc1ccc(-n2c(C)cc(C)c(C#N)c2=O)cc1,/,-7%,9%,-2%,0,i,9%,7%,18,
O=C(CS(=O)(=O)c1c[nH]c2ccccc12)N1CCCCC1,17%,12%,2%,-2%,7,i,8%,6%,7,
CCCOc1ccc(/C(O)=C2/C(=O)C(=O)N(CCN(C)C)C2c2ccco2)cc1 (stereo unspecified),6%,-10%,1%,-7%,6,i,10%,16%,0,
O=C(O)c1cccnc1SC1CC(=O)N(Cc2ccccc2)C1=O (stereo unspecified),-1%,-1%,-6%,-4%,8,i,0%,7%,3,
Cc1ccc(C(=O)CSc2nnc(-c3ccccc3N)n2C)cc1,-6%,-6%,-1%,-2%,6,i,-19%,2%,16,
CCC(=O)N1CCN(c2nc(-c3ccccc3)c3c(c2C#N)CCCC3)CC1,-10%,17%,3%,-2%,0,/,31%,12%,16,Spn PMK inh pilot replicates=0.5;Spn MK inh pilot replicates=0.0
CC(=O)c1cc2c(cc1NC(=O)CCCC(=O)O)OCO2,11%,3%,-6%,0%,5,i,-17%,6%,6,
Cc1nnc(NC(=O)CCCN2C(=O)c3ccccc3C2=O)s1,/,-4%,-6%,10%,7,i,-7%,8%,18,
CCOc1ccc(S(=O)(=O)n2nc(C)cc2C)c2ccccc12,/,10%,-4%,-7%,11,i,8%,13%,4,Spn PMK inh pilot replicates=0.5;Spn MK inh pilot replicates=0.5;DPM-DC inhibit pilot screen %=1.5
CC(C)C(=O)Nc1cccc(C(=O)Nc2nncs2)c1,/,-13%,-12%,3%,0,i,5%,4%,5,
CN(C)CCOC(=O)CCc1ccccc1,/,-1%,10%,-5%,6,i,-18%,10%,11,
c1ccc2c(c1)C(=Nn1cnnc1)c1ccccc1-2,-4%,25%,12%,7%,9,i,6%,15%,0,Spn PMK inh pilot replicates=3.0;Spn MK inh pilot replicates=1.5;DPM-DC inhibit pilot screen %=0.0
O=C1c2[nH]nc(-c3ccccc3O)c2C(c2ccccc2F)N1Cc1ccco1 (stereo unspecified),-18%,15µM*,13µM*,2%,3,i,-3%,-41%,8,
CCN(CC)CC(=O)Nc1ccc(-c2nc3cc(NC(=O)CN(CC)CC)ccc3o2)cc1,2%,5%,-1%,-1%,5,/,-1%,8%,12,Spn PMK inh pilot replicates=2.0;Spn MK inh pilot replicates=0.0
CCOC(=O)CNC(=O)C(Cc1ccccc1)NS(=O)(=O)c1cccs1 (stereo unspecified),-4%,10%,2%,-8%,8,i,11%,0%,0,
Cc1cc(C)nc(N2C(=O)CC(C(C)c3ccccc3)C2=O)n1 (stereo unspecified),13%,4%,7%,0%,9,i,5%,10%,12,

# Next part:
SMILES,LYP phosphatase,HPDE-C7K KRASV12,HPDE-C7 cytotoxicity,Bfl-1 inhibitors,Spn MK inh,DPM-DC inhibit,HT1080 cytotoxicity,TNAP inhibition,Spn PMK inh,others
COc1cc(SC)ccc1C(=O)NCC1CCCO1 (stereo unspecified),1%,-16%,-16%,-3%,0,i,12%,-5%,3,
Cn1cnnc1SCc1ccc(-c2ccc(Br)cc2)o1,/,10%,10%,-5%,5,i,-1%,4%,16,
CC(C)c1ccc(S(=O)(=O)N2CCN(CC(=O)Nc3ccc4c(c3)OCO4)CC2)cc1,-16%,2%,-3%,-3%,9,i,1%,2%,10,
COCc1cc(C)nc(SCC(=O)Nc2cccc(C)c2C)c1C#N,16%,-6%,0%,-5%,9,i,-2%,9%,5,Spn PMK inh pilot replicates=0.0;Spn MK inh pilot replicates=0.0;DPM-DC inhibit pilot screen %=1.5
COc1ccc(CN2CCN(c3cccc(C)c3C)CC2)cc1OC,0%,/,/,-3%,51*,i,17%,6%,12,
CC1Cc2ccccc2N1S(=O)(=O)c1cccs1 (stereo unspecified),3%,13%,11%,-71%,9,i,6%,13%,7,
CCC(=O)c1ccc(OCC(O)CN(C)C2CCCCC2)cc1 (stereo unspecified),2%,43%,30%,-4%,5,i,2%,9%,1,
CCn1cc(C(=O)OCC(=O)NCc2ccc3c(c2)OCO3)c(=O)c2ccc(C)nc21,/,-6%,-5%,1%,2,i,1%,10%,1,
O=C(CN1CCN(c2ccc(F)cc2)CC1)Nc1cc(C(F)(F)F)ccc1Cl,/,-10%,-13%,-11%,1,i,-2%,1%,11,
CCCCCCn1c(SCC(=O)OC)nc2c1c(=O)[nH]c(=O)n2C,/,2%,4%,-2%,6,i,-3%,15%,2,Spn PMK inh pilot replicates=5.0;Spn MK inh pilot replicates=0.0;DPM-DC inhibit pilot screen %=0.0
COc1cc(C2NC(=O)NC(c3ccccc3)=C2C(C)=O)ccc1OCC(=O)O (stereo unspecified),17%,-14%,-17%,-4%,17,i,-1%,-1%,10,
Cn1c(SCC(=O)NCc2cccs2)nnc1-c1ccco1,-1%,3%,2%,-5%,3,i,9%,-6%,0,
Cc1cc(Nc2ccc3c(c2)OCCO3)n2ncnc2n1,4%,-5%,4%,-7%,39,i,-1%,10%,20,
COCc1nnc(NC(=O)CCCOc2ccccc2OC)s1,/,4%,4%,-4%,0,i,-3%,8%,3,
COc1ccc(C(=O)SC2=NCCS2)cc1OC,13%,-4%,7%,0%,10,i,2%,10%,11,
CC1CC(=O)C2=C(C1)Nc1ccccc1N(C(=O)COc1ccccc1)C2c1ccco1 (stereo unspecified),-5%,3%,2%,0%,9,i,3%,5%,13,
O=c1[nH]c(CN2CCN(Cc3ccc4c(c3)OCO4)CC2)nc2sc3c(c12)CCC3,12%,1%,7%,-3%,2,i,-1%,9%,0,
N#Cc1c(N)n(CCCN2CCOCC2)c2nc3ccccc3nc12,/,8%,4%,0%,4,/,-6%,4%,6,
COc1ccc(-c2[nH]nc3c2C(c2ccc(OC(=O)N4CCOCC4)cc2)C(C#N)=C(N)O3)cc1 (stereo unspecified),/,-6%,2%,0%,0,i,-7%,10%,14,
C=CCOC(=O)CCC(=O)Nc1cc(OC)nc(OC)n1,6%,51%*,-23%,9%,6,i,-4%,3%,7,Spn PMK inh pilot replicates=2.0;Spn MK inh pilot replicates=0.0;DPM-DC inhibit pilot screen %=0.0

# Reprinted at random: 2 records from the list.
SMILES,LYP phosphatase,HPDE-C7K KRASV12,HPDE-C7 cytotoxicity,Bfl-1 inhibitors,Spn MK inh,DPM-DC inhibit,HT1080 cytotoxicity,TNAP inhibition,Spn PMK inh,others
CC1Cc2ccccc2N1S(=O)(=O)c1cccs1 (stereo unspecified),3%,13%,11%,-71%,9,i,6%,13%,7,
C=CCOC(=O)CCC(=O)Nc1cc(OC)nc(OC)n1,6%,51%*,-23%,9%,6,i,-4%,3%,7,Spn PMK inh pilot replicates=2.0;Spn MK inh pilot replicates=0.0;DPM-DC inhibit pilot screen %=0.0

# 11 compounds out of the list, sorted by heavy-atom count, falling:
SMILES,LYP phosphatase,HPDE-C7K KRASV12,HPDE-C7 cytotoxicity,Bfl-1 inhibitors,Spn MK inh,DPM-DC inhibit,HT1080 cytotoxicity,TNAP inhibition,Spn PMK inh,others
COc1ccc(-c2[nH]nc3c2C(c2ccc(OC(=O)N4CCOCC4)cc2)C(C#N)=C(N)O3)cc1 (stereo unspecified),/,-6%,2%,0%,0,i,-7%,10%,14,
CCn1cc(C(=O)OCC(=O)NCc2ccc3c(c2)OCO3)c(=O)c2ccc(C)nc21,/,-6%,-5%,1%,2,i,1%,10%,1,
CCc1nc2oc3cc(OC)ccc3c(=O)c2c(=O)n1Cc1ccco1,/,-11%,-6%,0%,9,i,-12%,10%,9,
COc1ccc(CN2CCN(c3cccc(C)c3C)CC2)cc1OC,0%,/,/,-3%,51*,i,17%,6%,12,
O=C(O)c1cccnc1SC1CC(=O)N(Cc2ccccc2)C1=O (stereo unspecified),-1%,-1%,-6%,-4%,8,i,0%,7%,3,
Cc1cc(C)nc(N2C(=O)CC(C(C)c3ccccc3)C2=O)n1 (stereo unspecified),13%,4%,7%,0%,9,i,5%,10%,12,
CCCn1nc(-c2ccccc2)c2nc3ccccc3nc21,/,-8%,-15%,21%,3,i,-4%,2%,8,
C=CCOC(=O)CCC(=O)Nc1cc(OC)nc(OC)n1,6%,51%*,-23%,9%,6,i,-4%,3%,7,Spn PMK inh pilot replicates=2.0;Spn MK inh pilot replicates=0.0;DPM-DC inhibit pilot screen %=0.0
CC(C)C(=O)Nc1cccc(C(=O)Nc2nncs2)c1,/,-13%,-12%,3%,0,i,5%,4%,5,
Cc1ccc(-n2c(C)cc(C)c(C#N)c2=O)cc1,/,-7%,9%,-2%,0,i,9%,7%,18,
COc1ccc(C/C(N)=N/n2cnnc2)cc1,3%,-10%,0%,0%,4,i,-6%,8%,2,
